All columns: NCI-60 one-dose screen, growth in % after 48 h at 10 µM unless noted; 100 = growth as untreated, 0 = no growth, -100 = all killed.
PC-3 = PC-3 prostate cancer cells | AID 1794754 | 80,000 tested, 3.9% active
HCC-2998 = HCC-2998 colon cancer. 79,000 tested, 4.7% active
SF-268 = SF-268 CNS cancer cells | 82,000 tested, 3.1% active | AID 1794759
SNB-75 = SNB-75 CNS cancer. AID 1794750. 79,000 tested, 5% active
SNB-19 = SNB-19 CNS cancer cells; AID 1794751; 81,000 tested, 2.5% active
SF-295 = SF-295 CNS cancer cells | 79,000 tested, 5.6% active | AID 1794758
U251 = U251 CNS tumor cells | 80,000 tested, 5.4% active
SF-539 = SF-539 CNS cancer; 81,000 tested, 6.8% active; AID 1794752
The depositor's hits bear a star; nt = not tested or not shown; & = joins results of further samples. How the source made its calls: active means growth percent below 10; inactive means the rest.

SMILES	PC-3	HCC-2998	SF-268	SNB-75	SNB-19	SF-295	U251	SF-539
Clc1ccccc1-c1nnc(CCc2nc(-c3ccc(Br)cc3)no2)o1	102	106	101	98	104	106	107	97
COc1cc2c(cc1-c1c(C)noc1C)ncc1nc(C3CC3)n([C@H](C)COC(F)F)c12	39	57	71	34	60	57	53	39
O=C(Cn1nncc1CN1C(=O)CSC1=O)Nc1cc(Cl)cc(Cl)c1	105	109	99	86	102	100	106	103
Cc1cc(C)nc(NS(=O)(=O)c2ccc(Nc3ccc4c5c(n(CCCN(C)C)c(=O)c4c3)-c3ccccc3C5=O)cc2)n1	86	74	78	79	91	83	75	96
C=C1C(=O)O[C@H]2[C@H]1CC/C(COC(=O)CCCCCCCCC(=O)OC/C1=C/CC[C@@]3(C)O[C@H]3[C@H]3OC(=O)C(=C)[C@@H]3CC1)=C\CC[C@@]1(C)O[C@@H]21	-6.6*	44	21	58	44	87	12	-37*
O=C(O)CCCN1C(=O)NC2(C1=O)c1ccccc1-c1ccccc12	94	101	95	89	104	95	95	100
Cc1ccc(NC(=O)N[C@@H](Cc2cc(F)cc(F)c2)C(=O)NC2C(=O)N3C[C@H](O)C[C@H]3C(=O)N3CCCC[C@H]3C(=O)N[C@@H](CO)C(=O)N3C[C@H](C)C[C@H]3C(=O)O[C@H]2C)c(F)c1 (stereo partly drawn)	20	31	36	27	27	79	29	44
CCOC(=O)CNC(=O)CN(Cc1ccccc1)C(=O)[C@@]1(C)CCC[C@]2(C)[C@H]3CC4C(C(C)C)=C[C@]3(CC[C@H]21)[C@@H]1C(=O)CCC(=O)[C@H]41	35	38	65	86	81	54	64	77
CCOC(=O)c1[nH]c2cc(Cl)ccc2c1C(C(=O)NC1CCCCC1)N1CCN(CC)C(=O)c2ccccc2C1=O (stereo not drawn)	62	102	92	68	91	85	93	106
CC(C)=NNC(=O)c1ccccc1	91	79	102	98	100	99	112	100
C/C(=C(\C)c1ccc(N)cc1)c1ccc(N)cc1	73	101	93	96	108	90	103	93
O=C(O)/C=C\C(=O)Nc1ccc(N=Nc2ccc([N+](=O)[O-])cc2)cc1	80	nt	90	97	85	89	83	103
Cc1nc2n[nH]c(N)c2c(C#N)c1C	93	103	103	86	118	99	104	nt
C/C(=N\N=C\c1cc([N+](=O)[O-])ccc1Cl)c1ccc2c(c1)Nc1ccccc1S2	82	91	80	5.5*	52	-28*	7.1*	58
CC(=O)C1CCC2C3CCC4=CC(=O)CCC4(C)C3(C)C(=O)CC12C (stereo not drawn)	96	91	107	87	99	90	93	107

11 structures already listed, arranged by molecular weight, low to high.
SMILES	PC-3	HCC-2998	SF-268	SNB-75	SNB-19	SF-295	U251	SF-539
CC(C)=NNC(=O)c1ccccc1	91	79	102	98	100	99	112	100
Cc1nc2n[nH]c(N)c2c(C#N)c1C	93	103	103	86	118	99	104	nt
C/C(=C(\C)c1ccc(N)cc1)c1ccc(N)cc1	73	101	93	96	108	90	103	93
O=C(O)CCCN1C(=O)NC2(C1=O)c1ccccc1-c1ccccc12	94	101	95	89	104	95	95	100
C/C(=N\N=C\c1cc([N+](=O)[O-])ccc1Cl)c1ccc2c(c1)Nc1ccccc1S2	82	91	80	5.5*	52	-28*	7.1*	58
Clc1ccccc1-c1nnc(CCc2nc(-c3ccc(Br)cc3)no2)o1	102	106	101	98	104	106	107	97
COc1cc2c(cc1-c1c(C)noc1C)ncc1nc(C3CC3)n([C@H](C)COC(F)F)c12	39	57	71	34	60	57	53	39
CCOC(=O)c1[nH]c2cc(Cl)ccc2c1C(C(=O)NC1CCCCC1)N1CCN(CC)C(=O)c2ccccc2C1=O (stereo not drawn)	62	102	92	68	91	85	93	106
Cc1cc(C)nc(NS(=O)(=O)c2ccc(Nc3ccc4c5c(n(CCCN(C)C)c(=O)c4c3)-c3ccccc3C5=O)cc2)n1	86	74	78	79	91	83	75	96
C=C1C(=O)O[C@H]2[C@H]1CC/C(COC(=O)CCCCCCCCC(=O)OC/C1=C/CC[C@@]3(C)O[C@H]3[C@H]3OC(=O)C(=C)[C@@H]3CC1)=C\CC[C@@]1(C)O[C@@H]21	-6.6*	44	21	58	44	87	12	-37*
Cc1ccc(NC(=O)N[C@@H](Cc2cc(F)cc(F)c2)C(=O)NC2C(=O)N3C[C@H](O)C[C@H]3C(=O)N3CCCC[C@H]3C(=O)N[C@@H](CO)C(=O)N3C[C@H](C)C[C@H]3C(=O)O[C@H]2C)c(F)c1 (stereo partly drawn)	20	31	36	27	27	79	29	44

Following part.
SMILES	PC-3	HCC-2998	SF-268	SNB-75	SNB-19	SF-295	U251	SF-539
CC(=O)n1cc([C@H]2CC[C@H](c3cn(C(C)=O)c4ccccc34)c3c2c2ccccc2n3C(C)=O)c2ccccc21	68	95	88	82	107	94	97	95
O=C(c1ccc(Oc2ccccc2)cc1)C(C(c1ccccc1)N1CCCCC1)N1CCCCC1 (stereo not drawn)	100	99	100	104	106	105	94	103
CCOC(=O)/C=C(C)/C=C/C1=C(C)CCCC1(C)C	90	95	100	95	108	105	101	99
Cc1ccn2c(NC(C)(C)CC(C)(C)C)c(-c3ccc(-c4ccccc4)cc3)nc2c1	67	95	100	98	85	101	93	109
Clc1ccc(C2Oc3ccccc3C3CC(c4cccs4)=NN32)c(Cl)c1 (stereo not drawn)	nt	99	87	78	94	98	94	88
Cc1nn2c(-c3nc4ccccc4[nH]3)c(-c3ccc(F)cc3)nc2s1	89	107	115	102	102	nt	98	88
COc1ccc(C(=O)CCN2CCC3CCC(C3)C2)cc1 (stereo not drawn)	104	143	90	108	115	101	108	106
CC(=O)/C(N=Nc1c(C(=O)O)ccc2c1C(=O)c1ccccc1C2=O)=C(\C)O	96	100	98	92	98	99	98	91
Oc1ccccc1-n1c(-c2ccccc2)ccc1-c1ccccc1	43	100	76	52	81	77	70	89
CC1=C(I)[C@@]2(CCCO)c3cc4c(cc3C[C@@]2(C)[C@@H]1C)OCO4	88	99	96	83	98	96	92	98
O=C(NNC(=O)N1c2ccccc2C=Cc2ccccc21)c1ccc(Br)cc1	92	114	88	nt	94	85	102	104
CC(C)=CCc1cc2c(cc1O)O[C@H](c1ccc(O)cc1)CC2=O	87	108	77	82	91	101	84	90
CC(C)=CCC/C(C)=C/CC/C(C)=C/CC[C@]1(C)CCc2cc(OC(=O)NS(=O)(=O)c3ccc(C)cc3)cc(C)c2O1	91	92	93	85	103	110	109	100
O=C(Cn1cc(CN2C(=O)c3ccc([N+](=O)[O-])cc3C2=O)nn1)Nc1ccc(Cl)cc1	98	102	103	94	100	111	108	97
COCCOC(=O)C1=C(C)NC(=S)NC1c1ccc2c(c1)OCO2 (stereo not drawn)	96	109	97	nt	100	105	104	99
O=C1CSC(c2ccccc2O)N1c1nnc(Cn2nnc3ccccc32)o1 (stereo not drawn)	90	89	86	87	91	135	94	105
CCCCCCCC/C(C=O)=C\c1ccccc1	91	84	97	93	102	98	96	86
Cc1ccc(S(=O)(=O)NC(=O)NCc2ccco2)cc1	103	101	113	81	103	111	104	101
O=[N+]([O-])c1ccc(Nc2ccccc2)c([N+](=O)[O-])c1	113	125	110	99	101	109	104	106
CCCCCCCCCCCCCCCC[N+](C)(C)CCCNS(=O)(=O)c1ccccc1	83	98	85	41	82	60	22	76
CC(=O)SC(c1ccccc1)(c1ccccc1)c1ccccc1	94	121	104	85	101	93	100	102
O=C(Cc1nc2ccc([N+](=O)[O-])cc2nc1CC(=O)c1ccccc1)c1ccccc1	59	89	74	65	nt	53	49	18
Cc1ccncc1NC=O	99	113	104	103	102	104	101	102
CCC1(c2ccccc2)SC(N)=NC1=O (stereo not drawn)	93	nt	99	94	99	129	108	109
Oc1ccccc1-c1nc2ccccc2o1	110	112	104	94	102	90	96	104
COc1ccc2[nH]c(C(=O)NCc3ccccc3)cc2c1	102	104	115	88	101	132	98	102
COc1ccc2nc(-c3cc4c([nH]c5ccccc54)c(-c4ccc(F)c(F)c4)n3)[nH]c2c1	48	72	57	nt	102	47	63	86
CN1C(=O)C(OCc2ccc(C#N)cc2)Oc2cc(C(=O)O)ccc21 (stereo not drawn)	104	108	96	88	101	101	99	100
CCOC(=O)/C(C#N)=C\N1CCN(C(=O)CCCl)c2ccccc21	98	103	114	93	98	105	105	95
CCOC(=O)c1c2ncccc2n2c(=O)n(-c3ccccc3C)nnc12	122	106	117	84	105	105	105	92
CC(=O)Nc1ccc(S(=O)(=O)c2ccc(Cl)cc2)cc1	95	nt	95	74	101	104	101	94
CCOC(=O)c1sc2ncnc(Nc3ccc(OCc4ccc(F)cc4)cc3)c2c1C	88	nt	85	46	79	86	88	74
Oc1cc2ccccc2c(-c2c(O)c(O)cc3ccccc23)c1O	15	39	38	42	42	-48*	34	21
CC(CNC(Cc1ccccc1)c1ccccc1)NC(Cc1ccccc1)c1ccccc1 (stereo not drawn)	41	20	53	69	62	61	34	53
COC(=O)c1cn2c(c1C(=O)OC)c1c3ccccc3n(C)c1n1nnc(-c3ccccc3)c21	96	113	103	123	115	112	104	108
COc1ccc(-c2nn(-c3ccccc3)cc2/C=c2/sc3nc(-c4ccoc4C)nn3c2=O)cc1	102&95	118&102	100&98	102&88	94&98	94&96	98&96	96&100
O=C(CN(c1ccc(F)cc1)S(=O)(=O)c1ccc(Cl)cc1)Nc1ccc(S(=O)(=O)N2CCC(N3CCCC3)CC2)cc1	90	93	89	80	102	96	82	77
COc1cc(-c2ccc[nH]2)[nH]c1/C=C1\N=C(C)C(C(=O)NC(C)C)=C1C	nt	21	44	-14*	75	40	31	19
O=C(O)CNS(=O)(=O)c1ccc(OCCOc2ccc(S(=O)(=O)NCC(=O)O)cc2)cc1	97	98	99	97	106	104	100	94
Nc1nc(-c2cc3ccccc3o2)cc(=O)c(=O)[nH]1	98	nt	96	102	87	109	92	89
CC(C)CCC[C@@H](C)[C@H]1CC[C@H]2[C@@H]3CC=C4c5sc(Nc6ccccc6C(F)(F)F)nc5CC[C@]4(C)[C@H]3CC[C@]12C	91	108	101	90	101	99	98	103
Cc1ccc(C)c(C(=O)C(C)C)c1	121	112	102	89	108	105	105	102
COc1ccc(C2=C(CN)C(O)NC(=NCC(=O)c3ccc4ccccc4c3)N2)cc1 (stereo not drawn)	104	107	94	87	104	98	102	91
O=C1/C(=C/c2ccc(B(O)O)cc2F)Oc2cc(O)ccc21	96	103	90	95	98	102	86	106
CC(=O)OCCCCN1C=C/C(=C\C(=O)n2ccc3ccccc32)c2ccccc21	101	112	103	100	103	103	102	100
O=C(NNC1=NCCC1)c1ccccc1	115	94	101	97	111	97	105	109
NS(=O)(=O)c1ccc(CCn2c(-c3ccc(Br)cc3)nc(-c3ccccc3)c2-c2ccccc2)cc1	93	108	100	106	100	105	111	95
O=C(NC(=S)Nc1ccc(-c2nc3ccccc3o2)cc1)c1ccc2ccccc2c1	92	99	92	90	95	98	95	93
CSc1nc2ccccc2s1	137	111	106	103	117	107	107	105
COc1ccc(-c2nc(N/N=C/c3cccc(F)c3)nc(N3CCOCC3)c2C#N)cc1	84	103	98	83	99	102	98	78
CCCCCCCCCCCCCCCCCCOc1ccc(CC(=O)OCC[N+]2(C)CCOCC2)cc1	94	114	102	116	88	94	93	93
O=[N+]([O-])c1ccc(NN=C2CCCCCC2)c([N+](=O)[O-])c1	90	112	94	100	95	102	89	101
COC(=O)CSSCc1ccc([N+](=O)[O-])cc1	93	95	99	100	94	99	90	108
Cc1ccccc1NC(=O)N=Nc1c(O)[nH]c2ccccc12	91	104	100	114	99	100	99	97
Cc1c(C(=O)C(SC(=S)N2CCN(C(=O)OC(C)(C)C)CC2)SC(=S)N2CCN(C(=O)OC(C)(C)C)CC2)nnn1-c1ccc([N+](=O)[O-])cc1	79	101	97	87	91	99	94	95
COC(=O)c1ccccc1OC	95	113	106	97	105	93	95	113
CCCCSc1ncc(C)c(NC)n1	101	98	107	110	105	97	102	105
Cc1cc(C)n(C(=O)CSc2nc3sc4c(c3c(=O)n2-c2ccccc2)CCCCC4)n1	99	109	104	90	95	101	97	105
Cc1ccc(N2CCN(C(=S)Nc3ccccc3)CC2)cc1	104	94	99	96	105	113	103	85
Cc1ccc(C2OCC(C)(C)CO2)cc1	84	104	104	93	106	107	92	100

Later entries:
SMILES	PC-3	HCC-2998	SF-268	SNB-75	SNB-19	SF-295	U251	SF-539
O=[N+]([O-])c1ccc(/C=N/N2CCOCC2)s1	91	106	116	48	107	97	94	117
COc1cccc(/C=N\NC(=O)C(=O)N/N=C\c2cccc(OC)c2O)c1O	81	74	69	75	81	85	57	79
COc1ccc2cc(-c3ccnc4c(N=Nc5ccc(Cl)cc5)c(N)nn34)ccc2c1	89	98	101	79	92	102	93	103
CC(C)CC(C)(C[N+](=O)[O-])C[N+](=O)[O-]	105	97	110	88	103	95	102	98
CCOC(=O)/C=c1\sc2n(c1=O)C1C(NN=2)N(C)C(=O)N1C (stereo not drawn)	101	91	101	97	102	100	105	103
COc1cc2nc(Nc3ccc(F)cc3)nc(N)c2cc1OC	84	113	90	103	93	-2.3*	94	95
COc1ccc(C2CC(c3ccc(OC)cc3OC)=NN2c2ccc(S(N)(=O)=O)cc2)cc1 (stereo not drawn)	56	121	161	nt	86	89	79	103
Cc1ccc(NS(=O)(=O)c2ccc3c(c2)C2OCCC2C(c2ccc(C(=O)C(C)C)cc2)N3)cc1C (stereo not drawn)	29	62	58	62	68	32	49	66
NC(=O)N(CCO)CCO	102	109	102	86	100	97	97	96
COc1nc2ccc(Br)cc2cc1/C=C/C(=O)c1cc2ccccc2oc1=O	96	118	104	88	100	101	101	102
Cc1nc(-c2ccccc2)ncc1C(=O)O	97	92	95	85	94	92	102	108
COc1ccc2nc3c(n2c1)C(=O)C(=O)c1ccccc1-3	22	-14*	2.6*	-54*	-31*	-95*	-59*	-95*
O=C1NCC(O)CN1	93	102	105	93	103	104	96	109
CC(=O)OCC(=O)[C@@]1(O)[C@H](C)CC2C3CCC4=CC(=O)C=C[C@]4(C)[C@@]3(F)[C@@H](O)C[C@@]21C (stereo partly drawn)	94	97	98	119	98	120	104	88
